FadD28 FP inh = M. tuberculosis FadD28 bisubstrate binding inhibition. FadD28 bisubstrate probe binding, fluorescence polarization. AID 588549. hit rate 0.22% among 360,000. inhibition, % at 12.5 µM; in the data active means inhibition above about 8.5%, passing the limit was not always enough; inconclusive means no clear call, values can overlap the other calls
PfHsp40 rescue = compounds rescuing yeast from Plasmodium falciparum HSP40 toxicity; S. cerevisiae expressing PfHsp40, growth rescue, ATP luminescence; growth rescue, % at 12.5 µM; hit rate 0.68% among 340,000; in the data active means growth rescue above about 28%, passing the limit was not always enough; inconclusive means no clear call, values can overlap the other calls;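 further: yeast W303a lacking pdr1 and pdr3 grown in galactose medium; growth measured after three days at 30 °C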
Anthrax LF prot = blocks Bacillus anthracis lethal factor protease | P15917 | multiplex microsphere protease cleavage assay, LF | inhibition, % at 10 µM | hit rate 0.12% among 360,000 | AID 588501; further: plate controls were buffer without enzyme for full effect and enzyme alone for no effect
Mtb BioA inh = blocks M. tuberculosis BioA enzyme activity; purified M. tuberculosis BioA enzyme, plate reader; inhibition, % at 9.99 µM; hit rate 0.096% among 360,000; AID 602481; in the data active means inhibition above about 40%; inconclusive means no clear call, values can overlap the other calls
BoNT-A LC inh2 = blocks Botulinum neurotoxin A light chain protease. multiplex microsphere protease substrate cleavage, flow cytometry. hit rate 0.17% among 360,000. AID 588499. inhibition, % at 10 µM; further: plate controls were buffer without enzyme for full effect and enzyme alone for no effect
GDH-TPI inh = inhibits GDH-TPI coupling enzymes, artifact for Mtb FBA screen; hit rate 1.2% among 360,000; AID 588335; GDH-TPI coupled enzyme counterscreen, NADH absorbance; inhibition, % at 4.8 µM; in the data active means inhibition above about 30%;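 further: 0% = DMSO wells and 100% = wells lacking the enzyme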
Mtb FBA inh = Mtb fructose-bisphosphate aldolase inhibition; hit rate 2.3% among 360,000; inhibition, % at 1 µM; purified M. tuberculosis FBA, fluorescence read-out; P9WQA3; AID 588726; in the data active means inhibition above about 27%;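 further: 0% = vehicle and 100% = reference inhibitor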
Target sequence (P9WQA3 whole entry, looked up): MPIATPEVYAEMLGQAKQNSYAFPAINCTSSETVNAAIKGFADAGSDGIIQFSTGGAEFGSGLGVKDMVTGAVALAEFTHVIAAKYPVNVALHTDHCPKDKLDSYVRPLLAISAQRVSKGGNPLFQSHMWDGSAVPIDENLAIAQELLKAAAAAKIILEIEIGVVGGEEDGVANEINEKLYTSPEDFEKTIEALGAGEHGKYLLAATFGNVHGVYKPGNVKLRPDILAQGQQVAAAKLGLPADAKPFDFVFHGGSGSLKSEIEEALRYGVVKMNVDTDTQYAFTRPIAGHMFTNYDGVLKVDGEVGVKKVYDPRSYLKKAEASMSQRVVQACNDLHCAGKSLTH
UGM FP inh = blocks M. tuberculosis UGM enzyme | inhibition, % at 10 µM | purified UGM, fluorescence polarization probe displacement | hit rate 0.06% among 320,000 | P9WIQ1; in the data active means inhibition above about 10%, passing the limit was not always enough; inconclusive means no clear call, values can overlap the other calls
Target sequence (P9WIQ1 whole entry, looked up): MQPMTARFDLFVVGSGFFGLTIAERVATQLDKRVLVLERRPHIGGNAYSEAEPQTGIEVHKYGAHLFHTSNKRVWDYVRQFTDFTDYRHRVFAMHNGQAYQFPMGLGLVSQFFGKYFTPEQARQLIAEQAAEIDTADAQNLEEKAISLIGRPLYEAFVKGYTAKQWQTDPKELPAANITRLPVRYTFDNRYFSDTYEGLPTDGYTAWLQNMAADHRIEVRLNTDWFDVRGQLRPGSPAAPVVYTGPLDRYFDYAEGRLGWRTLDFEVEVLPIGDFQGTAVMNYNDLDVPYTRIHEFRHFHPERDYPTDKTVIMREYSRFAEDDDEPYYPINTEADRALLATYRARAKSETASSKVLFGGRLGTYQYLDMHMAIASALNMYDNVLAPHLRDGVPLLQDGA
BoNT F protease = inhibitors of Botulinum neurotoxin F light chain protease; inhibition, % at 10 µM; Multiplex microsphere protease cleavage assay, flow cytometry; hit rate 0.22% among 360,000; AID 588497; in the data active means inhibition above about 35%, passing the limit was not always enough; inconclusive means no clear call, values can overlap the other calls; further: plate controls were buffer without enzyme for full effect and enzyme alone for no effect
Active calls of the source: *; u = inconclusive; x = no result given; & = joins results of further samples. Unless noted, no stated cut-off is given here; in the data, active means inhibition above about 30%; inconclusive means no clear call, values can overlap the other calls; inactive means below that.

| Molecule | Mtb BioA inh | UGM FP inh | PfHsp40 rescue | Anthrax LF prot | BoNT-A LC inh2 | BoNT F protease | GDH-TPI inh | FadD28 FP inh | Mtb FBA inh |
| --- | --- | --- | --- | --- | --- | --- | --- | --- | --- |
| CC(C)C(=O)Nc1ccc(C(=O)NNC(=O)C(c2ccccc2)c2ccccc2)cc1 | x | -1.8 | -1.3 | -4.4 | u | 2.7 | 9.8 | -2.2 | 1.0 |
| c1nc2n(n1)C1=C(CCCC1)C1(CCCCC1)N2 | x | 4.2 | 0.5 | -3.8 | -0.9 | -7.1 | -0.6 | -4.1 | 4.4 |
| CC(C)CN1CCN(Cc2cccc3c2OCO3)CC1CCO (configuration not stated) | x | -0.4 | 0.0 | -2.6 | -0.2 | -2.8 | 0.0 | -2.7 | -4.1 |
| CCCCn1c(N)c(N(CC(C)C)C(=O)C2CCC2)c(=O)[nH]c1=O | -1.1 | -1.8 | -0.1 | -4.4 | -0.6 | 1.5 | 10.2 | -1.6 | -0.4 |
| CCOC(=O)N1CCN(S(=O)(=O)c2ccc(C(=O)Nc3nc4c(s3)CC(C)CC4)cc2)CC1 (configuration not stated) | -3.5 | 1.3 | -0.9 | -3.1 | -0.1 | -2.0 | -0.6 | -1.2 | -2.7 |
| O=C(CSc1ncnc2c1cnn2-c1ccc(F)cc1)NC1CCCC1 | -1.0 | 0.2 | -1.5 | 6.6 | -2.9 | 0.4 | -5.5 | 2.5 | 1.0 |
| NS(=O)(=O)c1ccc(CCNC(=O)CCCOc2ccccc2)cc1 | x | -2.1 | 0.2 | -0.9 | 0.2 | -0.1 | 1.6 | -1.0 | 3.1 |
| C=CCOc1ccc(CNc2nn[nH]n2)cc1OC | -0.8 | -4.6 | -1.6 | 8.1 | 0.7 | 5.5 | -6.0 | -2.4 | 3.1 |
| COc1cc(OC)c(C2=NOC(C(=O)NCc3ccc4c(c3)OCO4)C2)cc1Cl (configuration not stated) | 1.9 | -2.2 | 3.6 | -2.5 | 0.5 | -3.1 | 8.2 | 0.5 | 2.8 |
| Cc1ccc(-n2c([C@@H]3C[C@H]3c3ccccc3)n[nH]c2=S)cc1 | x | 1.6 | 1.5 | 1.1 | -0.1 | -3.2 | -7.8 | -5.4 | -4.3 |
| NC(=O)c1c(NC(=O)c2ccc([N+](=O)[O-])o2)sc2c1CCCC2 | -0.7 | -0.4 | 0.1 | 1.2 | 1.4 | -1.7 | 8.4 | -0.5 | 4.5 |
| Cc1c(OC(C)C(=O)NCC2CCC(C(=O)O)CC2)ccc2c1oc(=O)c1ccccc12 (configuration not stated) | 43.7* | 0.9 | -1.4 | 5.0 | -0.6 | -8.6 | 1.0 | -1.4 | 11.2 |
| Cc1cc(N2CCN(c3ccccc3)CC2)nc(N)n1 | 0.3 | 1.5 | 0.0 | 0.8 | u | -1.7 | -3.9 | -5.6 | -4.3 |
| Cc1ccc(Cl)cc1N1C(=O)CC(Sc2ncccn2)C1=O (configuration not stated) | -0.5 | 1.7 | 4.9 | -12.1 | -3.0 | u | 0.7 | -0.3 | -0.7 |
| CCN1CCN(C(=O)c2nn(-c3ccc(OC)cc3)c(=O)c3c2c2ccccc2n3C)CC1 | x | -0.6 | -0.9 | -3.5 | -1.2 | -1.3 | 11.3 | -0.1 | -3.2 |
| Cc1ccccc1Nc1nc(N)nc(CSc2ccc(F)cc2)n1 | 2.2 | -1.9 | 0.8 | -2.0 | 0.0 | -3.0 | -2.8 | -3.7 | -10.4 |
| CC(=O)Nc1cc(-c2ccc(C(=O)N3CCOCC3)cc2)cn2c(-c3ccc(C(C)=O)cc3)cnc12 | 5.6 | x | x | -1.9 | 0.2 | 5.6 | 25.5 | -5.2 | -0.7 |
| COc1ccc2c(c1)OC[C@H]1[C@H]2N2C(=O)CN(Cc3ccccc3)C(=O)[C@@]2(C)[C@H]1c1ccccc1 | -4.5 | x | -0.3 | -6.7 | 0.2 | 0.2 | 5.7 | -3.7 | 4.2 |
| Cc1ccc(CN2CCN(Cc3cn[nH]c3C3CCCCC3)CC2CCO)cc1 (configuration not stated) | -0.1 | -1.8 | 3.7 | -7.0 | -0.7 | -3.3 | 7.6 | 0.4 | 0.2 |
| Cc1ccc(NC(=S)N2CCN(S(=O)(=O)c3ccc(C)cc3)CC2)cc1 | 0.3 | -2.0 | -0.7 | -3.4 | 2.3 | 8.0 | -3.2 | 2.6 | 0.8 |
| CCOC(=O)c1sc(NC(=O)COc2ccc3c(c2)OCO3)nc1C | -0.9 | -0.7 | 0.6 | -21.1 | -1.8 | 10.5 | 5.8 | -0.1 | -3.6 |
| COc1cc(N2CCCC2)c(OC)cc1/C=C(/C#N)c1ccc(Br)cc1 | -17.5 | 54.8* | -1.8 | -1.3 | 0.8 | -1.5 | -7.5 | -1.8 | -1.2 |
| Cc1nc(SCC(=O)NC(=O)NC(C)C)nc(C)c1C | x | -1.3 | 0.6 | -1.0 | 0.8 | 2.2 | 0.0 | -0.6 | 5.8 |
| C=CCSc1ncccc1C(=O)NCCc1ccccc1 | 0.4 | 0.4 | -1.4 | -7.5 | -2.1 | -10.3 | 7.8 | -2.5 | 2.5 |

No new results follow: entries from further up.
| Molecule | Mtb BioA inh | UGM FP inh | PfHsp40 rescue | Anthrax LF prot | BoNT-A LC inh2 | BoNT F protease | GDH-TPI inh | FadD28 FP inh | Mtb FBA inh |
| --- | --- | --- | --- | --- | --- | --- | --- | --- | --- |
| COc1cc(N2CCCC2)c(OC)cc1/C=C(/C#N)c1ccc(Br)cc1 | -17.5 | 54.8* | -1.8 | -1.3 | 0.8 | -1.5 | -7.5 | -1.8 | -1.2 |
| Cc1nc(SCC(=O)NC(=O)NC(C)C)nc(C)c1C | x | -1.3 | 0.6 | -1.0 | 0.8 | 2.2 | 0.0 | -0.6 | 5.8 |
| C=CCSc1ncccc1C(=O)NCCc1ccccc1 | 0.4 | 0.4 | -1.4 | -7.5 | -2.1 | -10.3 | 7.8 | -2.5 | 2.5 |

Next records follow:
| Molecule | Mtb BioA inh | UGM FP inh | PfHsp40 rescue | Anthrax LF prot | BoNT-A LC inh2 | BoNT F protease | GDH-TPI inh | FadD28 FP inh | Mtb FBA inh |
| --- | --- | --- | --- | --- | --- | --- | --- | --- | --- |
| C[C@@H]1CN([C@@H](C)CO)C(=O)c2cc(Br)cnc2O[C@H]1CN(C)C(=O)c1cccc(F)c1 | 8.8&9.5 | x | x | -4.6 | 0.0 | 1.4 | 12.4 | -3.0 | 0.5 |
| C[C@@H]1CN([C@H](C)CO)C(=O)c2c(c3ccccc3n2C)-c2ccccc2CO[C@H]1CN(C)C(=O)Nc1ccccc1 | -0.8 | x | x | 5.9 | -0.1 | -5.4 | -5.7 | -0.7 | 3.6 |
| CCc1nnc(NC(=O)CCC(=O)N2CCN(Cc3ccc(F)cc3)CC2)s1 | 13.1 | 1.1 | 0.1 | -3.1 | -3.6 | -1.8 | -5.2 | -0.8 | 1.5 |
| CC(C)(C)N(CC#CCC(O)(c1ccccc1)C1CCCC1)CCO (configuration not stated) | x | 0.9 | -0.8 | -9.4 | -0.8 | -8.5 | 11.8 | 0.7 | 5.2 |
| Cc1[nH]n(-c2ccc(Cl)cc2)c(=O)c1C=NC12CN3CN(CN(C3)C1)C2 | x | 1.0 | -1.0 | 1.1 | -0.3 | 0.8 | -2.1 | -3.9 | 1.0 |
| C=CCC[C@@H](Cc1ccc(F)cc1)C(=O)OC[C@H](C)NC(=O)[C@@H](CC=C)CC(=O)N(CCO)Cc1ccccc1 | 0.7 | x | 21.4 | 0.3 | 0.1 | 1.5 | -5.5 | -1.9 | -3.3 |
| Cc1ccccc1OCC(O)CN1CCCCC1 (configuration not stated) | x | 0.5 | -0.5 | -9.0 | -2.1 | -8.9 | -0.6 | -1.7 | 1.1 |
| Cc1cccc(C2NC(=O)c3ccccc3N2)c1 (configuration not stated) | x | x | -0.4 | -1.1 | 0.3 | -0.7 | 6.0 | -4.2 | 26.4 |
| COc1ccc(CNCc2ccc(OC)c3ccccc23)cc1 | 0.3 | 1.9 | 0.2 | -7.7 | -1.5 | -5.1 | -2.1 | 1.6 | 56.9* |
| NS(=O)(=O)c1cccc(NC(=O)C2CC(=O)N(Cc3ccco3)C2)c1 (configuration not stated) | -1.2 | 0.4 | -1.5 | 4.9 | -5.6 | u | -2.3 | -4.0 | 0.0 |
| CCN(CC)S(=O)(=O)c1cc(NC(=O)COC(=O)c2c(C)noc2C)ccc1C | x | -0.1 | -0.6 | 0.4 | 2.6 | -2.0 | 7.0 | -2.2 | 3.4 |
| Cc1ccccc1C(=O)Nc1cc(-c2cc(C(C)(C)C)oc2C)nn1C | x | 1.2 | 0.0 | -8.8 | -0.4 | -7.5 | -3.4 | 1.3 | -1.2 |
| CC(C)CCN1CCNC(=O)C1CC(=O)NCCCN1CCOCC1 (configuration not stated) | -1.6 | -1.1 | -1.3 | 0.5 | -1.2 | -3.7 | 4.3 | 1.2 | -2.2 |
| CNC(=O)Nc1nnc(C(C)(C)C)s1 | 0.4 | -0.4 | -0.5 | 0.6 | -0.1 | 5.9 | -13.8 | 2.0 | 7.6 |
| Cc1ccc([N+](=O)[O-])c(OCCN2CCNCC2)c1 | x | 1.1 | -0.1 | -1.5 | -0.6 | -7.5 | 3.5 | 0.8 | -1.0 |
| CSc1ccc(Cl)c(C(=O)NNC(=O)c2csc(N3CCOCC3)n2)c1 | x | 0.3 | 0.0 | -2.4 | 6.3 | -1.7 | -5.7 | -3.4 | -2.2 |
| COc1ccc2cc(-c3[nH]ncc3CN3C[C@@H]4CCC[C@H]3C4)ccc2c1 | x | 0.7 | 0.4 | -1.8 | 3.1 | 4.8 | 2.2 | -3.8 | 1.6 |
| COCCN(C(=S)Nc1ccc(OC)cc1)C1CCN(C(C)=O)CC1 | x | -2.0 | -0.9 | -0.2 | 0.4 | -2.0 | 4.0 | -1.9 | 1.1 |
| CCOC(=O)C1=C(C)N(C)C(=O)NC1c1cc2c(cc1[N+](=O)[O-])OCO2 (configuration not stated) | 0.7 | 1.9 | 0.7 | -6.2 | -3.7 | -4.2 | 12.2 | -5.0 | 4.4 |
| CC(C)(C)c1ccc(S(=O)(=O)N2CCCC2C(=O)NC2=NCCS2)cc1 (configuration not stated) | -0.1 | 1.8 | -0.1 | -0.8 | -0.8 | -11.0 | 1.0 | 0.0 | 1.8 |
| COc1ccc(-c2coc3cc(OC4OC(CO)C(O)C(O)C4O)ccc3c2=O)cc1 (configuration not stated) | -0.9 | -1.0 | 0.6 | -15.6 | -0.7 | 3.5 | 4.0 | -0.4 | 5.1 |
| O=C(Nc1ccccc1)N1C(=O)C2(OCCO2)c2ccccc21 | -1.1 | -1.7 | 0.2 | 0.4 | 0.4 | -0.4 | 3.0 | 0.5 | -4.3 |
| Cn1cc(C(=O)OCC(=O)NC2(C#N)CCCCC2)c2ccccc21 | -0.3 | x | 0.8 | 11.5 | 1.9 | 21.5 | 8.3 | -2.0 | -0.9 |
| O=c1[nH]c(NCCCO)nc2c1C1(CCCC1)Cc1ccccc1-2 | 5.7 | 5.5 | -0.6 | -2.5 | 0.0 | 4.6 | 3.7 | -5.0 | 183.8* |
| Cn1c(SCC(=O)c2ccccc2)nc2cccnc21 | -0.7 | -1.3 | -0.8 | -3.7 | 0.3 | 1.6 | -9.7 | 0.9 | 2.4 |
| CCOC(=O)c1[nH]c2ccccc2c1NC(=O)c1nonc1C | -3.4 | -0.8 | -0.9 | -2.4 | u | 3.0 | 19.5 | 0.6 | -1.0 |
| Cc1cccc(C(C)C)c1NC(=O)COC(=O)CCN1C(=O)C2CC=CCC2C1=O (configuration not stated) | -1.5 | 0.0 | -1.5 | 5.6 | 3.2 | 4.9 | 3.9 | -0.2 | 7.2 |
| Cc1cc(C(=O)NC2CCCN(Cc3ccc(Cl)cc3)C2)n(C)n1 (configuration not stated) | -0.8 | 2.6 | -1.3 | -3.5 | -0.1 | 13.4 | 3.0 | -1.2 | 2.9 |
| CC(c1nnc(SCn2nnc3ccccc3c2=O)n1-c1ccc(Cl)cc1)N(C)C (configuration not stated) | -0.8 | -0.4 | -1.1 | -2.4 | 0.2 | -3.5 | 7.8 | -1.2 | -0.2 |
| COC(=O)c1c(C)nc(C)c2c(=O)oc3ccccc3c12 | -0.4 | 4.6 | -2.2 | -0.7 | -0.6 | -8.8 | 5.1 | -2.8 | 1.7 |
